High-throughput results (PubChem BioAssay)
OX1R antag-1: antagonists of human orexin 1 receptor (OX1R). Orexin/Hypocretin receptor type 1 (Homo sapiens), O43613. OX1R-expressing cells, FRET antagonist read-out. inhibition, % at 6.6 µM. actives 1.8% (n = 330,000). AID 485270, 2010; in the data active = inhibition mostly above about 38%, no sharp cut-off; inactive = mostly below about 40%;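 also: 0% = agonist challenge alone and 100% = reference antagonist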
Target sequence (O43613 whole entry, looked up): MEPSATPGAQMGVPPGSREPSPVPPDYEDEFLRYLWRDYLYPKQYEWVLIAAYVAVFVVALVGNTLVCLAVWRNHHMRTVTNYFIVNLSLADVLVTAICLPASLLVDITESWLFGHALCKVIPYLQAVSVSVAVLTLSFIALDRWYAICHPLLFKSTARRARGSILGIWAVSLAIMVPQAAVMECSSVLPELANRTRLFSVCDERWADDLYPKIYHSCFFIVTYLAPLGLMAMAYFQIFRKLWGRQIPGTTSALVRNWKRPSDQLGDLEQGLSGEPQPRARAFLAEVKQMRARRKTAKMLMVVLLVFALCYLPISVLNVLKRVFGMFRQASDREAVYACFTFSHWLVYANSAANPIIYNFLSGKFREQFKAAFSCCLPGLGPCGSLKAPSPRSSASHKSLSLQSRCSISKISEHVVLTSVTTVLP
OX1R antag-2: OX1R (HCRTR1) antagonists, primary screen, fluorescence, CHO/OX1R cells, Fluo-8 calcium, orexin A; Orexin/Hypocretin receptor type 1 (Homo sapiens), O43613; Fluo-8 calcium fluorescence; inhibition, % at 5 µM; actives 0.43% (n = 330,000); AID 434989, 2010;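 active = inhibition above its plate's threshold, mean inhibition of all tested compounds on the plate plus 3 SD, cut at about 37% in these data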;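 also: 0% = orexin A challenge wells and 100% = SB-334867-A antagonist wells; not every result past the cut was called active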
* = called active by the depositor.

molecule,OX1R antag-1,OX1R antag-2
COc1ccc(-n2c(SCC(=O)Nc3nc(C)cs3)nnc2-c2ccoc2C)cc1,15.6,-61.9
Cc1ccc(CNC(=O)c2ccc(Cn3nc(C)c(Cl)c3C)o2)cc1,13.2,-35.3
Cc1cc(CNC(=O)COc2ccc(C#N)cc2)c2ccccc2n1,29.8,-2.4
CCN(CC)c1ccc(N=Cc2ccccc2[N+](=O)[O-])cc1,19.0,-3.5
O=C(c1nc2nc(-c3ccc(Cl)cc3)cc(C(F)(F)F)n2n1)N1CCOCC1,46.2*,-22.6
Cc1ccc(NC(=O)N2CCCc3ccccc32)cc1C,10.6,1.6
O=C(Cn1cc([N+](=O)[O-])cn1)NCc1ccccc1,11.7,1.3
O=C(Nc1c(-c2ccccc2)nc2ccc(Cl)cn12)c1cccs1,19.8,-17.5
O=C(O)CC(NS(=O)(=O)c1ccc2c(c1)OCCO2)c1ccccc1[N+](=O)[O-] (configuration not stated),10.4,1.0
O=C(O)COCC(=O)Nc1ccccc1-c1ccccc1,4.3,-3.5
Cc1nc(C)c(C(=O)Nc2cccc(Cl)c2)o1,3.4,-17.5
O=C(CCNC(=O)c1ccccc1)N/N=C/c1ccc([N+](=O)[O-])cc1,34.5,8.7
O=C(COc1cccc2ccccc12)N/N=C/c1ccccc1OCc1ccc(C(=O)O)cc1,8.4,-22.1
Cc1ccc(S(=O)(=O)NN=Cc2ccc(N3CCOCC3)cc2)cc1[N+](=O)[O-],4.4,-20.5
COC(=O)[C@H](Cc1ccccc1)NC(=O)N1CCCCCC1,-2.9,-0.7

molecule,OX1R antag-1,OX1R antag-2
O=C(Nc1nc2ccccc2[nH]1)c1cc(F)cc(F)c1,20.7,-19.6
O=c1cc(-c2ccc3c(c2)OCCO3)oc2ccc(Cl)cc12,11.7,1.6
CCOC(=O)c1csc(NC(=O)C(C)(C)C)n1,12.9,-10.7
CCc1nn(C(C)C(=O)N2CCN(Cc3ccccc3)CC2)c(=O)c2cc3occc3n12 (configuration not stated),20.4,-19.6
CC(C)c1nnc(NC(=O)C2CCCN2C(=O)Nc2cccc(Cl)c2)s1 (configuration not stated),29.6,-23.4
COc1ccc(C(=O)/C=C/Nc2ccccn2)cc1,15.9,-16.9
OCCC1CN(Cc2cc3c(cc2Cl)OCO3)CCN1Cc1ccccc1 (configuration not stated),14.7,-31.9
Nn1c(Cc2ccccc2F)n[nH]c1=S,8.0,-17.2
CCC[C@H]1CCCC/C=C\CCCC(=O)OCCN1C(=O)OC(C)(C)C,1.4,-9.2
COC(=O)c1[nH]c2cccc(OC)c2c1NC(=O)CCN1CCN(c2ccccc2OC)CC1,11.3,-16.8
CC(Oc1ccc2cc(-c3ccccc3)c(=O)oc2c1)C(=O)NCC1CCC(C(=O)O)CC1 (configuration not stated),26.1,-12.7
COc1ccccc1C(CNC(=O)C1CC(=O)N(Cc2ccccc2)C1)N1CCCC1 (configuration not stated),0.1,-8.7
Cc1cc(/C=N/O)c(C)n1-c1cccc(Cl)c1,5.2,-2.6
CCOCCCNC(=O)CN1C(=O)c2cccc3cccc1c23,11.4,-4.5
Cc1ccc(-c2ccc(CCC(=O)O)n2C(C)C)cc1,8.5,-21.4

molecule,OX1R antag-1,OX1R antag-2
Cc1cc(C)n(C(=O)/C(C#N)=N\Nc2ccccc2[N+](=O)[O-])n1,23.7,-15.7
Cc1cc(C)c(NC(=O)C(C)Sc2nc3ccc(N4C(=O)c5ccccc5C4=O)cc3s2)c(C)c1 (configuration not stated),0.4,-14.1
CCC(CC)CN1CCN=C1N(C)C,35.5,-8.6
CN(C)c1ccnc2sc3c(SCc4ccc(Cl)cc4)ncnc3c12,16.5,-8.9
Cc1cc(S(=O)(=O)Nc2c(C)nn(C)c2C)c(Cl)cc1Cl,19.1,-4.0
CCOC(=O)C1CCCN(C(=O)Cn2nc(CC)n3c(cc4sccc43)c2=O)C1 (configuration not stated),14.9,-40.5
CC(C)CN(C(=O)CSc1nc2ccccc2o1)c1c(N)n(Cc2ccccc2)c(=O)[nH]c1=O,30.6*,0.9
CC(C)(C)c1nc2ccccc2c2nnc(SCC(=O)Nc3nccs3)n12,9.7,-11.9
Nc1c(C(=O)NCc2ccc(F)cc2)c2nc3ccccc3nc2n1CCCN1CCOCC1,0.0,17.4
Cc1ccc(N=Nc2c(C)[nH]n(-c3ccccc3)c2=O)cc1Br,8.3,-20.3
CN(Cc1cnn(C)c1)C(=O)C1CCCCC1C(=O)O (configuration not stated),6.5,-3.7
CSc1nnc(CSCc2ccc(Cl)cc2Cl)n1-c1ccccc1,8.7,-26.2
CCOc1ccc(S(=O)(=O)N(C)c2ccc(OCC(=O)NCc3ccco3)cc2)cc1,20.2,-28.0
O=C(CSCC(=O)NC1CCCC1)Nc1ccccc1,20.9,-12.2
COc1ccccc1CNS(=O)(=O)c1c(C)[nH]c(=O)[nH]c1=O,6.5,3.0

molecule,OX1R antag-1,OX1R antag-2
CCC(C)/C(C)=N/NC(=O)c1ccc(CSc2nc3ccccc3s2)cc1 (configuration not stated),19.9,-33.0
O=C(COc1ccccc1/C=C1\SC(=O)NC1=O)Nc1ccccc1,59.3*,-10.9
Cn1c(C(=O)N2CCCc3ccccc32)cc2c(=O)n3ccccc3nc21,32.2,-25.3
O=c1[nH]c(=O)n(Cc2ccc(Oc3ccccc3)cc2)cc1Br,15.0,-5.9
Cc1sc2ncnc(SCC(=O)Nc3ncccc3O)c2c1C,7.7,-11.6
Cc1[nH]c2ccccc2c(=O)c1C(=O)/C=C/c1ccccc1,8.1,15.2
O=[N+]([O-])c1cccc(NNS(=O)(=O)c2ccccc2F)c1,8.0,5.2
CC(=O)Nc1ccc(S(=O)(=O)Nc2ccc3[nH]c(=O)[nH]c3c2)cc1,4.8,-9.6
COC(=O)COc1ccc(S(=O)(=O)NCc2ccc3c(c2)OCO3)cc1,-5.4,-6.4
CCn1ncc(S(=O)(=O)Nc2cccnc2)c1C,8.2,-19.9
CC(C)N(Cc1ccccc1)C(=O)COC(=O)/C=C/c1cnc2ccccc2n1,12.1,-17.2
Cc1ccccc1CC1(CO)CCCN(C(=O)CCC(=O)c2ccccc2)C1 (configuration not stated),22.3,-39.9
CC(C)(C)c1ccc(S(=O)(=O)/N=C2\C=C(NS(=O)(=O)c3ccccc3)C(=O)c3ccccc32)cc1,88.1*,-17.7
COc1ccc(N2CC(C(=O)N3CCN(c4ccccc4)CC3)CC2=O)cc1 (configuration not stated),8.9,-9.0
CCCC(=O)N1c2ccccc2NC2=C(C(=O)CCC2)C1c1ccc(F)cc1 (configuration not stated),13.8,-27.6

Three of the compounds above, field by field:
> CCOc1ccc(S(=O)(=O)N(C)c2ccc(OCC(=O)NCc3ccco3)cc2)cc1
- OX1R antag-1: 20.2
- OX1R antag-2: -28.0

> Cc1ccc(NC(=O)N2CCCc3ccccc32)cc1C
- OX1R antag-1: 10.6
- OX1R antag-2: 1.6

> CCOC(=O)c1csc(NC(=O)C(C)(C)C)n1
- OX1R antag-1: 12.9
- OX1R antag-2: -10.7

Carrying on:
molecule,OX1R antag-1,OX1R antag-2
CN(C)CCCN1C(=O)c2cc3ccccc3cc2C1=O,11.7,-3.3
CNC(=O)CSc1nnc(-c2ccco2)n1-c1cccc(C)c1C,10.4,-5.6
COc1ccc(OCc2cc(C(=O)N(C)C(C)c3ccon3)no2)c(Cl)c1 (configuration not stated),4.6,-19.1
CCO[C@@H]1OC(C(=O)O)=C[C@H](c2csc3ccccc23)[C@H]1CCCO,6.4,-11.6
CCOC(=O)C1(C(=O)OCC)CC1c1ccccc1 (configuration not stated),5.5,-17.5
CC(C)c1ccc(NC(=O)COc2ccc(C3SCCS3)cc2)cc1,7.3,-6.4
Cc1nc(N2CCN(C(=O)c3ccco3)CC2)c2c3c(sc2n1)CC(C)CC3 (configuration not stated),14.8,-26.7
O=C(O)c1cc(S(=O)(=O)Nc2ccc(OCc3ccccc3)cc2)ccc1Br,3.5,8.4
NS(=O)(=O)c1ccc(N2N=C(c3ccccc3)CC2c2ccccc2Cl)cc1 (configuration not stated),6.4,-6.3
CCOc1ccc(NC(=O)CC(Cc2ccc(Cl)cc2)C(=O)O)cc1 (configuration not stated),-1.8,6.2
CCc1ccc(NC(=O)c2cc(C)no2)cc1,7.1,12.2
CCOC(=O)N1CCN(C(=O)c2ccccc2N(C)S(C)(=O)=O)CC1,6.8,-15.4
CSc1nc(N2CCOCC2)c2c(c1C#N)CCCCC2,40.6,-35.2
Cc1nc(NS(=O)(=O)c2cccc([N+](=O)[O-])c2)sc1C(C)(C)C,1.2,-27.0
COc1cc(NC(=O)c2ccc([N+](=O)[O-])cc2)ccc1NC(=O)C(C)C,33.9,-10.3

molecule,OX1R antag-1,OX1R antag-2
Cc1sc2nc(SCC(=O)NCc3cccs3)[nH]c(=O)c2c1C,24.7,-17.3
O=C(NCCO)/C(=C/c1cccc([N+](=O)[O-])c1)NC(=O)c1ccco1,39.9,-13.7
COC(=O)C1=CN(CCCN2CCCC2=O)C=C(C(=O)OC)C1c1cccs1,7.7,-6.6
NC(CSCc1cccc(Br)c1)C(=O)O (configuration not stated),10.0,-4.4
CC[C@]12c3[nH]c4cc(CCC(=O)N(C)C)ccc4c3CCN1C(=O)[C@@H](CC(=O)NCc1ccco1)C[C@@H]2C(=O)N1CCN(C(=O)C2CC2)CC1,12.8,-12.5
Nc1nc(SCC(=O)NCCCN2CCOCC2)nc2sc3c(c12)CCC3,7.9,-16.4
Clc1ccc(C[n+]2csc3ccccc32)cc1,12.2,-12.8
CC1CCCC(C)N1C(=O)COC(=O)COc1ccccc1C#N (configuration not stated),8.7,-16.4
Cc1ccc(C)c(N2CCN(C(=O)CCc3nc(-c4ccccc4Cl)no3)CC2)c1,23.4,-15.0
CCOc1ccc2nc(SCC(=O)N3CCN(C(=O)c4ccco4)CC3)sc2c1,2.6,-13.2
CCC(C)[C@H](NC(=O)N1CCn2c1nc1ccccc12)C(=O)NCc1ccc(OC)cc1 (some centres not stated),41.6,16.3
O=c1[nH]cnc2c1nnn2Cc1ccccc1,-6.1,-3.0
NC(=O)c1ccc(NC(=O)COC(=O)c2n[nH]c3ccccc23)cc1,0.1,9.5
COc1ccc(/C=N/NC(=O)CO/N=C(\C)c2cccs2)cc1,23.1,-16.5
CC1(C)Cc2cccc(OCC(=O)N3CCN(S(=O)(=O)c4ccc(F)cc4)CC3)c2O1,10.8,-37.7

molecule,OX1R antag-1,OX1R antag-2
CN(NC(=O)c1c(Cl)cccc1Cl)c1cccc(Cl)n1,6.1,-4.5
Cc1ccc(S(=O)(=O)c2cc3c(=O)n4cccc(C)c4nc3n(CC3CCCO3)c2=N)cc1C (configuration not stated),3.5,-13.5
COc1ccc(CN(C(=O)c2ccco2)c2ccc(Br)cc2)cc1OC,-1.2,-32.6
Cc1ccc(C(=O)C(C)OC(=O)CN2C(=O)NC3(CCCC3)C2=O)cc1C (configuration not stated),8.6,-26.9
c1ccc2c(c1)CCc1c-2nc2ccccc2c1N1CCOCC1,24.2,-57.5
OCCN1CCN(CCOc2cccc(Cl)c2)CC1,2.1,-14.2
COC(=O)CN1C2=NCCCN2c2ccccc21,2.3,-8.0
COc1ccc(NC(=O)Cc2cccc3ccccc23)cc1,10.8,-0.5
Nc1ccccc1SCC1CSc2nc3ccccc3c(=O)n21 (configuration not stated),3.7,-4.4
Nc1nc(SCc2ccc([N+](=O)[O-])cc2)nc2nc3c(cc12)CCCC3,37.3,-24.4
O=S(=O)(NCC1CCN(Cc2ccccc2)CC1)c1ccccc1C(F)(F)F,6.6,-20.8
COc1ccc(/C=C2\Oc3ccccc3C2=O)cc1,21.9,1.2
COc1ccc(/C=N/NC(=S)Nc2cccc(C(=O)O)c2)cc1OC,11.4,-4.3
O=C(CN1CCCc2ccccc21)N/N=C/c1ccc(F)cc1F,6.2,-23.7
O=c1c(N2CCOCC2)nsnc1N1CCOCC1,12.8,-4.8

molecule,OX1R antag-1,OX1R antag-2
Cc1ccc(S(=O)(=O)c2c(C(=O)c3ccccc3)cnc3cc4c(cc23)OCCO4)cc1,25.5,0.6
Cc1ccc(NC(=O)c2nn(C34CC5CC(CC(C5)C3)C4)cc2[N+](=O)[O-])cc1,8.1,-12.3
CCOC(=O)c1ccc(S(=O)(=O)N2CCN(CCc3ccncc3)CC2)cc1,10.3,-16.1
CCOC(=O)CN1N=C(c2ccc(Cl)cc2)CCC1=O,-2.1,-18.3
Oc1ccccc1/C=N/N1CCCCC1,6.2,-11.5
Cc1cc(C)cc(C(=O)NCC(=O)OCC(=O)Nc2cccnc2Cl)c1,14.7,-28.8
CN(c1ccccc1)S(=O)(=O)c1ccc(Cl)c(C(=O)NCC(c2ccco2)N2CCCC2)c1 (configuration not stated),9.2,-19.3
CCC(C(=O)NCc1ccc(C)o1)n1nc(C)c2c(C)n(-c3ccccc3)nc2c1=O (configuration not stated),17.8,-23.2
O=C(CS(=O)CC(=O)N(c1cccc(F)c1)C(C(=O)NC1CCCCC1)c1ccco1)Nc1ccc(F)cc1 (configuration not stated),6.7,-25.2
COc1ccc(C(CNC(=O)C2CC2)N(C)C)cc1 (configuration not stated),15.3,-19.9
CCOc1ccc2nc(C)cc(C(=O)O)c2c1,14.5,3.3
C=CCOc1ccc(CN(C)CC(O)COc2cccc3ccccc23)cc1 (configuration not stated),7.5,-3.6
Cn1c2c(c(=O)n(C)c1=O)C(c1ccc(O)cc1)Nc1ccccc1O2 (configuration not stated),19.7,-3.5
